MPTP inh: permeability transition pore inhibition; isolated mouse mitochondria, Ca2+ swelling absorbance, 30 min; inhibition, % at 10 µM; 1.4% of 360,000 active;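 active = inhibition of 50% or more, scaled per plate between neutral and stimulator controls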;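 note: 0% = DMSO wells given calcium and 100% = 1 mM EGTA wells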
hIAP act: increases human intestinal alkaline phosphatase activity. P09923. purified human IAP, CDP-Star luminescence, 30 min; hits give high values; 1 = vehicle-only enzyme, 0 = enzyme-free background. activation factor at 10 µM. 0.16% of 330,000 active;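 active = activation factor of the enzyme at least 2-fold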; note: the source names both 10 and 20 µM as test concentration; values of inactives mirror those of a sister screen read the other way
Target sequence (P09923 whole entry, looked up): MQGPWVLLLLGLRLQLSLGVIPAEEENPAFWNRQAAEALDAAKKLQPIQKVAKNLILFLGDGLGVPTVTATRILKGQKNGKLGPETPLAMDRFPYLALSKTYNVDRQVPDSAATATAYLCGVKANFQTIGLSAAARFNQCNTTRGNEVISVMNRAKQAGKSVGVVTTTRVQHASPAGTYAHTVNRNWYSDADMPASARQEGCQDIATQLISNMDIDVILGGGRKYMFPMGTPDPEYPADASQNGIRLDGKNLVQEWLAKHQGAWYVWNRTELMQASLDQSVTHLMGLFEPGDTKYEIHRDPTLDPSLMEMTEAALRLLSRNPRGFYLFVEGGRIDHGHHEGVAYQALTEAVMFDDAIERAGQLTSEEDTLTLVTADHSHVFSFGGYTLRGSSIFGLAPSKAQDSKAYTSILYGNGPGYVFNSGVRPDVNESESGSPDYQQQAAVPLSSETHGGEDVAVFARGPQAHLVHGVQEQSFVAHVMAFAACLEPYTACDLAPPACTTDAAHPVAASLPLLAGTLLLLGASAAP
hIAP inh: human IAP inhibition; 0.12% of 330,000 active; purified IAP, CDP-Star luminescence, 30 min; P09923; inhibition, % at 10 µM; AID 2544;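 active = inhibition reaching a set limit with compound at 10 µM in the primary screen, cut at about 35% in these data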;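 note: plate controls were DMSO wells with enzyme for no effect and no-enzyme buffer wells for full effect; values of inactives mirror those of a sister screen read the other way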
beta cell repl: induces beta-cell replication in MIN6 cells; MIN6 cells proliferation, ATPlite luminescence, 48 h; cells starved in 0.2% serum; 100% = growth in 10% serum; proliferation, % at 10 µM; 0.29% of 330,000 active; AID 2380;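 active = compounds whose signal lies at least 3.5 SD above the mean of all wells on their plate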;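 note: 0% = DMSO-treated cells in low-serum medium and 100% = 10% serum control; some compounds called inactive have numbers as strong as hits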
mIAP inh: blocks mouse intestinal alkaline phosphatase. purified mouse IAP, CDP-Star luminescence, 30 min. inhibition, % at 10 µM. 0.2% of 330,000 active. AID 2806;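 active = inhibition of at least 40% at 10 µM in the primary screen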;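 note: plate controls were DMSO with enzyme for no effect and no enzyme wells for full effect; values of inactives mirror those of a sister screen read the other way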
A3A deaminase: blocks human APOBEC3A ssDNA deamination. 0.41% of 330,000 active. P31941. inhibition, % at 20 µM. recombinant A3A, FAM/TAMRA ssDNA deamination fluorescence. AID 493011;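 active = at least 40% inhibition at 20 µM here, with at most 30% in a related deaminase screen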;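 note: plate controls were A3A with DMSO for no effect and wells lacking A3A enzyme for full effect; some results filed as inactive read as strong as hits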
Target sequence (P31941 whole entry, looked up): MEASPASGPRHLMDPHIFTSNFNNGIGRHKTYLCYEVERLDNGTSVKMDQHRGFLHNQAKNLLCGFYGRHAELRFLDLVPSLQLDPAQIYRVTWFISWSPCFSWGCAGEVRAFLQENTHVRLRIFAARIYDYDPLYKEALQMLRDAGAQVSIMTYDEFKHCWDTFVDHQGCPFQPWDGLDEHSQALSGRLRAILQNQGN
A3G deaminase: inhibitors of human APOBEC3G DNA deaminase. AID 493012. inhibition, % at 20 µM. recombinant A3G, ssDNA deamination FAM/TAMRA fluorescence. 0.28% of 330,000 active;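 active = inhibition of at least 40% at 20 µM, with no more than 30% in the related APOBEC3A deaminase screen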;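 note: plate controls were DMSO wells with A3G for no effect and wells lacking A3G enzyme for full effect; some compounds called inactive have numbers as strong as hits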
mIAP activ: mouse IAP activation; 0.24% of 330,000 active; muIAP, CDP-Star luminescence, 30 min; hits give high values; 1 = vehicle-only enzyme signal, 0 = enzyme-free wells; AID 2805; activation factor at 10 µM;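 active = activation factor of at least 2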; note: the source names both 10 and 20 µM as test concentration; values of inactives mirror those of a sister screen read the other way
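Assay system: mouse IAP enzyme; Reagent: CDP-Star chemiluminescent phosphatase substrate; Compound: DMSO-dissolved test compounds; Incubation: 30 min, room temperature; Technique: luminescence from enzymatic CDP-Star hydrolysis; Controls: DMSO-only wells and no-enzyme negative control.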
ATG4B inhibitor: inhibitors of human ATG4B cysteine protease | Q9Y4P1 | 0.51% of 340,000 active | ATG4B cleavage of LC3-PLA2, NBD-HPC fluorescence, 1 h | inhibition, % at 8.33 µM; in the data active = inhibition above about 40%
Numbers without * were called inactive.

Order of values – MPTP inh	hIAP act	hIAP inh	beta cell repl	mIAP inh	A3A deaminase	A3G deaminase	mIAP activ	ATG4B inhibitor
CC(NC(=O)CSc1ncccn1)c1ccc2c(c1)OCO2 (centres undefined)
→ -0.9	1	-2	2	-2	-3	-6	1	-1
CN(C)S(=O)(=O)c1ccc(Cl)c(NC(=O)COC(=O)CCSc2ccccc2)c1
→ -0.5	1.1	-6	1	5	5	-3	0.95	-6
CC(C)c1ccc(NC(=O)CNC(=O)Cn2cnc3ccccc3c2=O)cc1
→ 2.2	0.85	15	1	8	-4	-8	0.92	2
Cc1occc1-c1nnc(SCC(=O)N2CCOCC2)n1CCc1ccccc1
→ -0.3	1	-3	2	1	0	3	0.99	2
COc1cc2ccccc2cc1C(=O)N/N=C/c1ccc2c(c1)OCO2
→ 0.1	0.75	25	-2	0	7	-2	1	13
CCC1=NN(C(=O)CCc2ccccc2)C(O)(C(F)(F)F)C1 (centres undefined)
→ 0.1	1.2	-17	-3	-1	-2	-8	1	-9
O=C(NCc1ccccc1)c1cncc(Br)c1
→ 0.3	1.1	-8	-3	-8	0	-8	1.1	9
CCOC(=O)C1=C(C)Nc2ccccc2N/C1=N\S(=O)(=O)c1cccc(Cl)c1
→ 4.2	0.9	10	1	-1	-1	-3	1	-2
O=c1c2c(nc3c(-c4ccc(Cl)cc4)c[nH]n13)CCCC2
→ -0.8	1.2	-20	-3	4	-2	-2	0.96	-1
COc1cc(C=NNC(=O)c2ccc(NS(=O)(=O)c3cccs3)cc2)cc(Br)c1O
→ 1.4	1	-2	3	6	-4	-7	0.94	-4
CC(=O)Nc1ccccc1Sc1ccccc1
→ 4.7	0.84	16	0	15	-1	-5	0.85	9
O=C(NCCc1c[nH]c2ccccc12)c1ccc(F)cc1F
→ -1.3	0.98	2	-1	6	-5	-5	0.94	-4
c1ccc(C2CNCCc3ccccc32)cc1 (centres undefined)
→ 0.1	0.74	26	3	-4	0	-5	1	-6
O=C(/C=C/c1ccccc1[N+](=O)[O-])N1CCN(c2ccccc2F)CC1
→ 2.1	0.99	1	-2	-5	-4	4	1	12
CC1=CC(c2ccccc2)n2nnnc2N1 (centres undefined)
→ 2.2	1.1	-11	0	-6	-3	-4	1.1	-10

(further entries)
Order of values – MPTP inh	hIAP act	hIAP inh	beta cell repl	mIAP inh	A3A deaminase	A3G deaminase	mIAP activ	ATG4B inhibitor
O=C(NCCc1ccccc1)/C(=N\O)c1ccccc1
→ 0.8	0.84	16	-2	1	-3	-4	0.99	-1
CCn1c(=O)cc(SCC(=O)NCc2ccc(C)o2)c2ccccc21
→ 0.9	1	-3	-2	8	-3	7	0.92	-13
CCOC(=O)c1csc(NC(=O)CCSc2ccccc2)n1
→ -0.4	0.91	9	-1	2	2	0	0.98	3
Cc1nonc1C(=O)N/N=C/c1cc2c(cc1Br)OCO2
→ 0.4	1	-4	-4	2	1	-2	0.97	8
COc1ccccc1N1CCN(C(=O)c2cc(=O)c3c(C)cc(C)cc3o2)CC1
→ 0.1	1	-1	2	0	-7	-6	1	-9
Cc1cccc(-n2c(SCC(=O)NCc3ccco3)nnc2-c2ccco2)c1
→ 0.8	1.1	-14	0	-8	-8	-6	1.1	3
O=C(CN1CCc2ccccc21)NC(=O)NCc1ccco1
→ 0.7	0.96	4	2	-5	0	4	1	-9
O=C(Nc1ccc(S(=O)(=O)Nc2ncccn2)cc1)C1CC(=O)N(c2ccc(Cl)cc2)C1 (centres undefined)
→ -1.8	0.84	16	0	3	-4	-9	0.97	3
C=CCOC(=O)c1cn(CC)c2nc(C)ccc2c1=O
→ 0.3	0.99	1	-2	1	8	-4	0.99	4
Cn1c(=O)[nH]c(=O)c2c1nc(NN)n2CCOc1ccccc1
→ -0.7	1	-4	0	6	1	1	0.94	3
COC(=O)c1ccc(NS(=O)(=O)N(C)C)cc1
→ -0.2	1.1	-7	-2	3	2	0	0.97	-1
CC(=O)c1ccc(N(C(=O)Cn2nnc(-c3ccccc3)n2)C(C(=O)NC2CCCCC2)c2ccccn2)cc1 (centres undefined)
→ -0.3	0.91	9	0	7	-5	-7	0.93	-6
COc1cc(/C=C(\C#N)C(=O)Nc2cccc3ncccc23)cc(OC)c1OC
→ 4.9	1.1	-12	-2	-8	-7	-8	1.1	-9
Cn1cnnc1SCC(C)(C)NS(=O)(=O)c1ccc(Cl)cc1
→ 0.2	1	-4	-1	3	-8	-8	0.97	6
Cc1cccc(NC(=O)c2cc(NC(=O)C3CCCCC3C(=O)O)ccc2N2CCOCC2)c1 (centres undefined)
→ -0.3	0.98	2	2	3	0	-10	0.97	7

Copied from the list:
Under beta cell repl, `CC(=O)c1ccc(N(C(=O)Cn2nnc(-c3ccccc3)n2)C(C(=O)NC2CCCCC2)c2ccccn2)cc1` (centres undefined) has 0
Under mIAP activ, `CCOC(=O)c1csc(NC(=O)CCSc2ccccc2)n1` has 0.98

The listing continues:
Order of values – MPTP inh	hIAP act	hIAP inh	beta cell repl	mIAP inh	A3A deaminase	A3G deaminase	mIAP activ	ATG4B inhibitor
CCC(C(=O)NC1CCCC1)N(C(=O)Cn1nnc(-c2ccc(C)o2)n1)c1cnc2ccccc2c1 (centres undefined)
→ -0.3	0.81	19	-1	1	2	-2	0.99	1
Cc1ccc(NCc2nc3ccccc3n2C)cc1
→ -3.2	1.1	-6	-4	-5	-1	-6	1	-1
COc1cc(/C=C/C(=O)N2CCCc3ccccc32)cc(OC)c1OC
→ 0.6	0.95	5	-3	0	1	-4	0.99	-10
CCCOC(=O)C1=C(C)NC2=C(C(=O)CCC2)C1c1cc(OC)ccc1OC (centres undefined)
→ 0.5	0.84	16	-4	0	-3	-10	1	0
Cc1nc(SCC(=O)Nc2ccccc2Cl)c2c(C)c(C)sc2n1
→ -0.4	0.93	7	-5	-5	-3	-8	1.1	-7
COCCCC1CCN(C(=O)c2cc(COc3cc(C)ccc3C)on2)CC1
→ -1.7	1.3	-33	0	3	-1	-3	0.97	0
COc1ccccc1-c1nnc(N(C)C(=O)C2CCCO2)s1 (centres undefined)
→ 2.8	1	0	-3	-1	-2	-2	1	-14
O=C(CCNC(=O)c1ccc([N+](=O)[O-])cc1)NC1CCCCC1
→ -0.5	0.89	11	-1	2	3	-7	0.98	-9
CCOc1cc(C(=O)Nc2ccncc2)cc(OCC)c1OCC
→ -0.1	0.89	11	-2	2	-6	-6	0.97	-5
O=S1(=O)CCN(Cc2ccc(Cl)cc2)CC1
→ 4.4	1.2	-16	2	4	-4	-10	0.96	2
COc1ccc(C(=O)NC(=S)Nc2ccccc2F)cc1
→ 0.3	1.1	-7	0	7	0	-4	0.93	-1
CCOc1cc(NC(=S)NCC2CCCO2)c(OCC)cc1NC(=O)c1ccc(OC)cc1 (centres undefined)
→ 1.3	1.2	-17	-2	5	2	0	0.95	-9
CCC1(C)Cc2c(sc3nnn(CC(=O)Nc4ccccc4)c(=O)c23)CO1 (centres undefined)
→ -0.1	0.83	17	-1	0	-3	-6	1	-6
Clc1ccc2nc(SCc3nnc(-c4ccccc4)o3)[nH]c2c1
→ 23	1.1	-5	-2	8	-4	-7	0.92	-7
CCOC(=O)C1CCN(C(=O)c2ccc3c(c2)OCCO3)CC1
→ 0.0	1.1	-10	-1	-9	-2	-7	1.1	0

Continued.
Order of values – MPTP inh	hIAP act	hIAP inh	beta cell repl	mIAP inh	A3A deaminase	A3G deaminase	mIAP activ	ATG4B inhibitor
COc1ccccc1NC(=O)NC1(C(=O)N2CCCCC2)CCCCC1
→ -0.8	0.89	11	-2	2	-4	-15	0.98	-15
CCc1ccc(Nc2ncc3c(n2)CC(c2ccc(OC)cc2)CC3=O)cc1 (centres undefined)
→ 1.7	0.82	18	-3	11	4	0	0.89	-4
O=C(COc1ccc(Cl)cc1Cl)Nc1ccc2nc3n(c(=O)c2c1)CCCC3
→ 2.2	0.97	3	-5	6	-1	-2	0.94	-13
CCOc1ccccc1CN1CCC(n2nccc2NC(=O)CCCc2ccccc2)CC1
→ 0.0	3.3*	-225	-4	-44	-7	-5	1.4	-9
COc1ccc(C(C)=O)cc1CS(=O)(=O)CC(=O)O
→ -4.1	1	-3	-2	0	-1	-10	1	-3
O=C(c1ccc([N+](=O)[O-])cc1)N1C=CC(C(F)(F)F)=NCC1
→ 0.4	1	-2	-3	-9	-6	-12	1.1	-8
O=C(c1ccccc1[N+](=O)[O-])N1CCN(Cc2ccc3c(c2)OCO3)CC1
→ 0.8	0.91	9	0	1	-2	0	0.99	-4
Cc1ccc(-c2cc3ccccc3nc2N2CCOCC2)cc1
→ 1.0	1	-2	1	4	-2	-5	0.96	38
CC12CN3CC(C)(CN(C1)C3c1cc3ccccc3[nH]1)C2=O (centres undefined)
→ -8.9	0.98	2	-1	1	-3	-7	0.99	-2
COc1ccc(NC(=O)NC2CCCc3ccccc32)c(OC)c1 (centres undefined)
→ 0.8	1	-4	-4	-13	-2	-3	1.1	15
O=C(COC(=O)C1CCC1)NCc1ccccc1Cl
→ -1.2	1.2	-20	-2	-11	-5	-7	1.1	-1
CCN(Cc1ccccc1)C(=O)CCS(=O)(=O)c1ccc2c(c1)CCN2C(C)=O
→ -1.6	1.1	-12	-5	3	-2	-4	0.97	-4
CC(C)(C)OC(=O)N1CCN(C(=O)[C@H](Cc2ccc(O)cc2)n2cc(CCO)nn2)CC1
→ -1.9	1.2	-22	-4	5	1	-3	0.95	-5
COc1ccc(CN2CC(C(=O)NCCN3CCN(c4ccccc4F)CC3)CC2=O)cc1 (centres undefined)
→ 0.6	1.1	-11	-3	-5	-15	-4	1	0
COc1ccc(OC)c(C2CC(c3c(-c4ccccc4)c4cc(Cl)ccc4[nH]c3=O)=NN2S(C)(=O)=O)c1 (centres undefined)
→ -3.4	1	-1	-6	4	-6	-6	0.96	3
CC(Sc1nnc(-c2ccc(Cl)cc2)n1N)C(=O)NCC1CCCO1 (centres undefined)
→ -1.1	0.79	21	0	3	-3	-4	0.97	6
CCCNC(=O)CN(C)CC(=O)Nc1ccccc1C#N
→ -1.1	1.4	-39	-2	-6	2	1	1.1	-5

Some of the entries so far, with bars between the fields.
compound | MPTP inh | hIAP act | hIAP inh | beta cell repl | mIAP inh | A3A deaminase | A3G deaminase | mIAP activ | ATG4B inhibitor
COc1ccccc1NC(=O)NC1(C(=O)N2CCCCC2)CCCCC1 | -0.8 | 0.89 | 11 | -2 | 2 | -4 | -15 | 0.98 | -15
COc1ccc(OC)c(C2CC(c3c(-c4ccccc4)c4cc(Cl)ccc4[nH]c3=O)=NN2S(C)(=O)=O)c1 (centres undefined) | -3.4 | 1 | -1 | -6 | 4 | -6 | -6 | 0.96 | 3

Source: PubChem
